Bioassay records from PubChem.
TDP1 inh: blocks human tyrosyl-DNA phosphodiesterase 1; Q9NUW8; 0.28% of 350,000 active; Potency, µM (highest dose often 130 µM), for the others: top-dose activity change, negative = inhibition, hits mostly inhibitors; AID 485290; recombinant TDP1, AlphaScreen DNA substrate cleavage; note: nearly all actives have a fitted effect of over 40% in size
Target sequence (Q9NUW8 whole entry, looked up): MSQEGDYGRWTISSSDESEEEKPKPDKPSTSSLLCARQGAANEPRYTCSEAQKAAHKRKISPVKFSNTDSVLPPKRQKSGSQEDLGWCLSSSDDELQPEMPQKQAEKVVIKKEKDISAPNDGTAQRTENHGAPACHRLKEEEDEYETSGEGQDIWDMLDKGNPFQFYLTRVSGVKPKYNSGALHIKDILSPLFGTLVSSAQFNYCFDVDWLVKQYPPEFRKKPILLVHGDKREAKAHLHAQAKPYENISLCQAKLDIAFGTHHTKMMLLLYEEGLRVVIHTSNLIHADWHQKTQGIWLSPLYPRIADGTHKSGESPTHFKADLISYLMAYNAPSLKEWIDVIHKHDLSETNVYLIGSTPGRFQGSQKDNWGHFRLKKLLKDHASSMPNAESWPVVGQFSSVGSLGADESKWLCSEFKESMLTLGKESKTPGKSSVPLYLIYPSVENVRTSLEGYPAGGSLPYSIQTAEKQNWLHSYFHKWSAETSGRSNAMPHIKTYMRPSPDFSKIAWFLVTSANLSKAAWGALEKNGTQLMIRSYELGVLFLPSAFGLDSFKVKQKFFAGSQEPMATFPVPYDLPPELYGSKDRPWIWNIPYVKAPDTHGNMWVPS
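Tdp1 1 nM final; 15 min RT w/ cpd; substrate 15 nM, 5 min; beads 10 ug/ml, 10 min; AlphaScreen read. Neg ctrl: no enzyme.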
FEN1 inhibitor: blocks human flap endonuclease 1; P39748; Potency, µM (top dose mostly 114 µM), inactives show at the top dose activity change, negative = inhibition, most hits filed as inhibitors; 0.35% of 390,000 active; AID 588795; Recombinant FEN1 flap cleavage, fluorescence, 15 min; note: nearly all actives have a fitted effect of over 65% in size
Target sequence (P39748 whole entry, looked up): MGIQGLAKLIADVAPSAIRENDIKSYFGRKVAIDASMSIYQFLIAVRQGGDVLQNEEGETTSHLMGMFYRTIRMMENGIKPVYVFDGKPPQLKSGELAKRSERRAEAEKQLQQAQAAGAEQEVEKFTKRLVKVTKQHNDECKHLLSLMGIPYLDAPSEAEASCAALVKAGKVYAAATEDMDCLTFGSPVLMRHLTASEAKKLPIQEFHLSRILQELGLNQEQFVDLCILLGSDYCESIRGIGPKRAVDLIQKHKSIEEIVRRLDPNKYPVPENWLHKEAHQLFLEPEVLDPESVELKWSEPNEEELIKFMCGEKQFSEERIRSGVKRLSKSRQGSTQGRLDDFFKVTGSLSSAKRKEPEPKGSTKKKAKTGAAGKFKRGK
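Read-out was taken twice, immediately and after 15 min, following addition of 50 nM substrate to 10 nM FEN1 that had sat with test compound for 15 min at room temperature. Curves came from a four-parameter Hill model.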
N370S GC: inhibitors or activators of N370S glucocerebrosidase for Gaucher disease; P04062; N370S GC spleen homogenate, 4MU-glucoside fluorescence; Potency, µM (top dose mostly 59.4 µM), without a hit: at the top dose activity change, negative = inhibition, actives largely listed as inhibitors; 0.092% of 330,000 active;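 note: 0% = full enzyme activity and -100% = no enzyme basal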
Active calls of the source: *; ? = inconclusive; · = not tested or not shown; & = joins results of further samples; [ ] = remark or other dose. Calls come from the whole dose curve; as a rule, active = well fitted curve in the direction sought with a large enough effect; inconclusive = small, poorly fitted or top-dose-only effect, or another doubt; inactive = no such curve, though single readings can be large; an effect the other way counts as inactive or inconclusive. Unless noted, % is set by controls: 0 for no effect and ±100 for the full control effect; potency is the fitted concentration of half-maximal effect.

SMILES | TDP1 inh | FEN1 inhibitor | N370S GC
CC(CNC(=O)C1CCN(Cc2cc3ccccc3n2Cc2ccccc2)CC1)c1ccccc1 (stereo not drawn) | 0% | 8% | ·
COc1ccc(Nc2nc(C(=O)N(CCO)Cc3ccccc3)cs2)cc1 | 0% | 9% | -12%
CCCn1c(N)[n+](CC(=O)c2ccco2)c2ccccc21 | 3% | 6% | 8%
CN(C)C(CNC(=O)CCc1c[nH]c2ccccc12)c1ccccc1 (stereo not drawn) | · | 1% | -5%
O=C(Nc1nccs1)C(Br)C(Br)c1ccccc1 (stereo not drawn) | · | -5% | -8%
COC(=O)CCC(=O)OC1(C)C(=O)C2=CN(c3ccccc3)C(c3ccc(OC)cc3)=CC2=C(Br)C1=O (stereo not drawn) | -2%[21 µM] | -21% | 3%[12.8 µM]
COc1ccc(S(=O)(=O)Nc2cccc(C)n2)c2ccccc12 | 7% | -5% | 4%
CSCCC(NC(=O)c1ccccc1)C(=O)NCCc1ccccc1 (stereo not drawn) | 6% | 0% | ?
O=c1[nH]cnc2c1sc(=S)n2-c1ccccc1 | -3% | 5% | -1%
CC(=O)c1cccc(NS(=O)(=O)c2cc(OCC(N)=O)c(C)cc2Cl)c1 | 1% | -3% | 3%
CC(OC(=O)CC1Sc2ccccc2NC1=O)C(=O)NC1CCCC1 (stereo not drawn) | 1% | 0% | -9%
CCc1cccc(NC(=O)CSCc2nc3sc(C)c(C)c3c(=O)[nH]2)c1 | 0% | -9% | ·
Cc1ccc2[nH]c(=O)c(C3C(C#N)=C(N)Oc4c3ccc3cccnc43)cc2c1 (stereo not drawn) | 6% | 13% | 3%
COCCOC(=O)C1=C(C)NC(=O)NC1c1cc2c(cc1Br)OCO2 (stereo not drawn) | · | -10% | -4%
COc1cc2cc(CN(CCc3ccccc3C)C(=S)NCCCN3CCOCC3)c(=O)[nH]c2cc1OC | · | 8% | ?
CCOc1ccccc1-n1nnc(-c2nc(-c3ccccc3C)no2)c1C | 3% | 3% | ·
O=C(NC1CCCCC1)C1CC=CCC1C(=O)OCC(Cl)=C(Cl)Cl (stereo not drawn) | 0% | 0% | 6%
CCCN1C(=O)c2cc(C(=O)O)ccc2C1O (stereo not drawn) | 0% | -13% | 2%
O=C(Nc1cccc(C(F)(F)F)c1)/C(=C/c1ccco1)NC(=O)c1cccs1 | -1% | 0% | 12%
CC1(C)CC(=O)C=C(Nc2ccccc2NC(=O)c2cnccn2)C1 | 5% | -12% | -6%[12.8 µM]
CC(=Nc1ccc2c(c1)nc(CO)n2C)C1=C(O)CC(C)(C)CC1=O | 1% | -16% | 0%
CC(C)c1ccc(Cn2ccc3c4c(N)nc(NC5CC5)nc4ccc32)cc1 | 14% | · | -23%
CC(=O)N1c2ccc(S(=O)(=O)NCCC(=O)NCCc3ccc(Cl)cc3)cc2CC1C (stereo not drawn) | 2% | 4% | -10%
COc1ccccc1CN1CC(C(=O)NCCC2=CCCCC2)CCC1=O (stereo not drawn) | 1% | -16% | -2%
COc1ccc(S(=O)(=O)N2CCCCCC2)cc1NC(=O)Cc1ccccc1 | -2% | 1% | 23%
COc1cccc(C(=O)c2c[nH]c(C(=O)NCc3cccnc3)c2)c1 | 2% | 10% | -4%
O=C(NC1CCCCC1)C(c1cccnc1)N(C(=O)c1csnn1)c1ccccc1F (stereo not drawn) | 3% | 1% | -3%
Cc1cccc(NC(=O)C(C)n2cc([N+](=O)[O-])cn2)n1 (stereo not drawn) | 2% | -3% | 9%
Cc1ccc(Cl)cc1-n1c(SCC(=O)NCCC2=CCCCC2)nc2n[nH]c(C)c2c1=N | -2% | -7% | -6%
CSc1cccc(NC(=S)N2CCC(N(C)C3CCCCC3C)CC2)c1 (stereo not drawn) | 3% | 2% | 2%
O=C(NCCCN1CCOCC1)c1ccc2c(c1)N(Cc1cccc(Cl)c1)C(=O)c1ccccc1S2 | 8% | -5% | ·
O=C(CN1C(=O)C(=O)N(CCC2=CCCCC2)C1=O)c1c[nH]c2ccccc12 | 4% | -16% | ·
Cc1ccc(S(=O)(=O)N(C)c2c(C)ccc(S(=O)(=O)N3CCN(C=O)CC3)c2C)cc1 | 0% | 1% | -16%
O=C(c1ccc(Br)o1)N1CCN(c2ccc3nnc(-c4ccc(F)cc4)n3n2)CC1 | 9% | -16% | 4%
O=C(OCc1c(-c2ccccc2)ncc2ccccc12)c1ccc(Br)cc1 | 0% | -16% | ·
CCCCc1cc(=O)oc2cc(C)cc(OCC(=O)N3C[C@H]4C[C@@H](C3)c3cccc(=O)n3C4)c12 | · | 12% | -20%
CCN(CC(=O)NCc1ccc(Cl)cc1)CC(=O)Nc1ccc(C(N)=O)cc1 | 6% | 4% | -6%
CCS(=O)(=O)N1Cc2ccccc2CC1C(=O)OCC(=O)N(C(C)C)C(C)C (stereo not drawn) | 3% | 15% | 2%
Cc1cccc(NC(=O)c2ccc(S(=O)(=O)N3CCCC3)cc2)c1C | 5% | 4% | -1%
Cc1ccccc1-c1cc(C(=O)NCc2ccco2)nn1CC1CC(c2cccc([N+](=O)[O-])c2)=NO1 (stereo not drawn) | 3% | -15% | ·
O=C(COc1ccc(Cl)cc1)NNC(=O)C(=O)NC1CCCCC1 | 1% | 6% | -2%
Cc1cc(C)n2c(Nc3ccc4c(c3)OCCO4)c(-c3ccc(Cl)cc3)nc2n1 | 10% | 7% | ·
O=C(NCc1ccccc1Cl)C(=O)NCC(c1ccco1)N1CCOCC1 (stereo not drawn) | 0% | 1% | -9%
COC(=O)c1cc(=O)n(CCc2ccc(OC)cc2)c(=Nc2ccc(F)c(Cl)c2)s1 | 5% | -12% | 3%
CCOC(=O)Cn1cc2c(c1-c1ccc(Cl)cc1)c(=O)n(C)c(=O)n2C | 7% | 8% | ·

Filtered by structure: those above containing a thiophene ring, fused or not (two)
SMILES | TDP1 inh | FEN1 inhibitor | N370S GC
CCc1cccc(NC(=O)CSCc2nc3sc(C)c(C)c3c(=O)[nH]2)c1 | 0% | -9% | ·
O=C(Nc1cccc(C(F)(F)F)c1)/C(=C/c1ccco1)NC(=O)c1cccs1 | -1% | 0% | 12%

Filtered by structure, the entries above containing fluorine.
SMILES | TDP1 inh | FEN1 inhibitor | N370S GC
O=C(Nc1cccc(C(F)(F)F)c1)/C(=C/c1ccco1)NC(=O)c1cccs1 | -1% | 0% | 12%
O=C(NC1CCCCC1)C(c1cccnc1)N(C(=O)c1csnn1)c1ccccc1F (stereo not drawn) | 3% | 1% | -3%
O=C(c1ccc(Br)o1)N1CCN(c2ccc3nnc(-c4ccc(F)cc4)n3n2)CC1 | 9% | -16% | 4%
COC(=O)c1cc(=O)n(CCc2ccc(OC)cc2)c(=Nc2ccc(F)c(Cl)c2)s1 | 5% | -12% | 3%

A few values from the entries so far.
`O=C(CN1C(=O)C(=O)N(CCC2=CCCCC2)C1=O)c1c[nH]c2ccccc12` in TDP1 inh → 4%
`O=C(NCCCN1CCOCC1)c1ccc2c(c1)N(Cc1cccc(Cl)c1)C(=O)c1ccccc1S2` in FEN1 inhibitor → -5%
`O=C(c1ccc(Br)o1)N1CCN(c2ccc3nnc(-c4ccc(F)cc4)n3n2)CC1` in TDP1 inh → 9%
`COC(=O)c1cc(=O)n(CCc2ccc(OC)cc2)c(=Nc2ccc(F)c(Cl)c2)s1` in FEN1 inhibitor → -12%
`Cc1cccc(NC(=O)c2ccc(S(=O)(=O)N3CCCC3)cc2)c1C` in N370S GC → -1%

Later entries
SMILES | TDP1 inh | FEN1 inhibitor | N370S GC
CCCCSCCCNC(=O)C1CCC(CNS(=O)(=O)c2c(C)cc(C)cc2C)CC1 (stereo not drawn) | 3% | -2% | ·
CCOc1ccccc1N1CC(C(=O)Nc2ccc(C(=O)O)cc2)CC1=O (stereo not drawn) | -14% | -11% | 5%
COC(=O)c1cc(S(=O)(=O)NCC2CCN(Cc3ccc(Cl)cc3)CC2)cn1C | 2% | 12% | -12%
CCCC(=O)Oc1ccc(-c2nccc(C(OC)OC)n2)cc1 | -1% | -1% | 4%
CCOc1ccc(CCNS(=O)(=O)c2ccc(-c3ccc(=O)[nH]n3)o2)cc1OCC | 3% | 19% | -4%
CC(C)N(Cc1nc(-c2ccccc2)no1)C(=O)c1ccc(Cl)cc1 | 5% | -24% | ?
CCOC(=O)C(C)Oc1ccc2c(-c3cccc([N+](=O)[O-])c3)cc(=O)oc2c1 (stereo not drawn) | 4% | 9% | 3%
Cc1ccc(CNC(=O)c2c[nH]n3c(=O)c(Cc4ccc(Cl)cc4)c(C)nc23)cc1 | 10% | ? | ·
O=C(COC(=O)c1ccc(O)cc1O)NC1CC1 | -4% | 4% | ·
O=C1NC2(CCCCC2)C(=O)N1CC(=O)N1CCc2ccccc21 | 0% | 3% | ·
CCCCN(C)C(=O)CSc1nc2ccccc2nc1Cc1ccc(C)cc1 | 0% | ? | ·
COC(=O)[C@@]1(Cc2ccc(F)cc2)[C@H]2c3cc(C(=O)N4CCCC4)n(CCO)c3C[C@H]2CN1C(=O)c1ccccc1 | 4%&-11% | -9% | 1%&2%
O=C(O)c1ccc2c(c1)C(=O)N(c1ccc(Nc3ccccc3)cc1)C2=O | · | -5% | 2%
Cc1ccc(CNC(=O)COC(=O)c2ccc(S(=O)(=O)N3CCCC3)cc2)cc1 | 6% | -9% | -11%
OCCC1CN(Cc2ccc(Oc3ncccn3)cc2)CCN1CCc1ccccc1 (stereo not drawn) | 3% | 3% | 4%
CCOC(=O)C(C)Oc1cccc2c(=O)n(CC(=O)NCc3ccccc3)ccc12 (stereo not drawn) | · | -15% | -4%
Cc1ccccc1CSCC(=O)N/N=C/c1cccs1 | 1% | 1% | 20%
CCOc1ccc(C(=O)N[C@H](C(=O)Nc2cccc(S(=O)(=O)N3CCOCC3)c2)C(C)C)cc1 | -4% | 5% | 0%
CCN1C(=O)CSC1=Nc1ccccc1Cl | · | -7% | -4%
Cc1noc(/C=C/N(C)C)c1S(=O)(=O)N1CCC(C(=O)Nc2ccc(Cl)cc2)CC1 | 5% | -19% | 7%
CC1CCCCN1C(=O)CSc1nnc(CSc2ncccn2)n1C (stereo not drawn) | 3% | -7% | 0%
Cc1ccc(S(=O)(=O)NCCC(=O)OCC(=O)NC(=O)c2cccn2C)cc1 | -1% | -2% | -6%
Cc1ccc(S(=O)(=O)Nc2cc(-c3nn(C)c(=O)c4ccccc34)ccc2N2CCOCC2)cc1 | 7% | -17% | 16%
COc1ccccc1/C=C/CN1CCCC(CO)(CCc2ccccc2)C1 (stereo not drawn) | · | -15% | -16%
Cc1ccc(OCc2nnc(SCC(=O)Nc3ncc(C)s3)o2)cc1 | 2% | 1% | -2%
Cc1ccc(SCCN2CCC(C(C)(C)C)CCC2=O)cc1 (stereo not drawn) | · | ? | 2%
CC(C)C(c1nnnn1Cc1cccs1)N1CCN(C2CCCC2)CC1 (stereo not drawn) | -2% | 2% | 2%
COC(=O)C1=C(C)N(C(C)C)C(=O)C1(NC(=O)c1ccc(C(C)(C)C)cc1)C(F)(F)F (stereo not drawn) | 7% | -9% | ·
CC(C)OP(=O)(OC(C)C)C(O)c1ccc2c(c1)OCO2 (stereo not drawn) | 2% | 2% | 3%
Nc1c(-c2ccc(Cl)cc2)cnc2ncnn12 | -2% | -15% | -1%
Cc1ccc(S(=O)(=O)Oc2ccc(/C=C3/N=C(c4ccccc4)OC3=O)cc2)cc1 | 2% | -4% | 7%
COC(=O)C/C=C\[C@@H](C)[C@@H](CO)NS(=O)(=O)c1ccc(C)cc1 | 5%[21 µM] | · | 1%[12.8 µM]
CCCCN(C(=O)CSc1ncnc2sccc12)c1c(N)n(Cc2ccccc2)c(=O)[nH]c1=O | -1% | 11% | ·
Cc1ccc(N(CC(=O)NCCSc2ccccc2)S(=O)(=O)c2ccc(F)cc2)cc1 | -3%[12.3 µM] | -6% | ·
Cc1cc(C)cc(NC(c2nnc(-c3cccc(F)c3)o2)c2ccc(F)cc2Cl)c1 (stereo not drawn) | 2% | -20% | ·
Cc1ccc2c(c1)-c1onc(C(=O)N3CCN(c4cccc(C)c4C)CC3)c1CO2 | -1% | 19% | ·
CN1C(=O)c2ccccc2Sc2ccc(NC(=O)c3ccc(C#N)cc3)cc21 | 7% | 13% | ·
O=C(O)c1ccccc1-c1ccccc1C(=O)NNc1ccccc1 | 4% | -1% | -19%
COC(=O)c1cc(NC(=O)c2c(Cl)nc3sccn23)cc(C(=O)OC)c1 | -1% | -2% | 3%
CCCc1cc(=O)[nH]c(SCCOc2ccc(OCC)cc2)n1 | 8% | -3% | 8%
Cc1ccc(CN2CCN(/N=C/c3ccc(C(=O)O)cc3)CC2)cc1 | 6% | 3% | 8%
CC(NC(=O)CNC(=O)C1O[C@@H]2OC(C)(C)O[C@@H]2[C@H]2OC(C)(C)O[C@@H]12)C(=O)O (stereo partly drawn) | 3% | -15% | -21%
O=C(CSc1nc(=O)n(Cc2ccco2)c2c1CCC2)Nc1ccccc1C(F)(F)F | -3% | 19% | ·
C/C(=N\NC(=O)Cc1ccccc1Cl)c1cccnc1 | 9% | -7% | -15%
CCCn1nc(C(=O)OCC(=O)c2ccc3c(c2)NC(=O)CO3)c2ccccc2c1=O | -3% | -8% | 4%
CNC(=S)NNC(=O)Cc1ccccc1 | 3% | -10% | 4%
NC(=O)c1nc(C(=O)N2CCCCC2)c2ccccc2n1 | 1% | -2% | ·
